GLP1R cytotox = cytotoxic in the GLP-1 receptor inverse agonist counter-screen; HEK293 cAMP-luciferase reporter cells, luminescence, 24 h; Potency, µM (highest dose often 38.3 µM), for the others: at the top dose activity change, negative = inhibition, actives largely listed as inhibitors; 0.13% of 410,000 active;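 further: loss of luciferase light is scored as toxicity; potency means the concentration at half of the fitted maximal effect; on the % scale 0 is the no-effect control and ±100 the full control effect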
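To flag toxic compounds, the library was rerun on cells for 24 hr at 37 deg C and 5% CO2. Viability-linked luminescence was captured 12 min after adding luciferase detection reagent.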
aSyn rescue = rescues yeast growth from alpha-synuclein toxicity | Yeast expressing alpha-synuclein, growth rescue, BacTiter-Glo, 24 h | Potency, µM (series often up to 46.1 µM), for inactives: top-dose growth rescue (activation), hits mostly activators | 0.14% of 370,000 active; further: potency means the concentration at half of the fitted maximal effect; % of control where 0% means no effect; nearly all actives have a fitted effect of over 65% in size
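Rescue of yeast growth: cells expressing toxic alpha-synuclein, induced in galactose at OD600 0.02, incubated with compound 24 h at 30 C. ATP luminescence quantified growth; inhibitors of toxicity appear as activators.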
Abeta yeast res = restores growth of yeast expressing A-beta42 peptide; yeast expressing A-beta42, growth rescue, OD600, 48 h; response scale: 0% DMSO, 100% iron-clioquinol control; Potency, µM (series often up to 46.1 µM), without a hit: top-dose growth rescue, usual class: activators; 0.063% of 410,000 active; further: potency means the concentration at half of the fitted maximal effect; nearly all actives have a fitted effect of over 55% in size
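Yeast A-beta toxicity model in growth medium with pinned compounds, 48 h at 30 C; growth read as absorbance at 600 nm. Normalized to FeCl3/clioquinol equimolar mix (positive) and DMSO (negative).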
GLP-1R inv ag = inverse agonists of human GLP-1 receptor; Potency, µM (highest dose often 38.3 µM), for the others: top-dose activity change, negative = inhibition, hits mostly inhibitors; 1.6% of 410,000 active; HEK293 GLP-1R CRE-luciferase, luminescence, 24 h; GLP-1R form is constitutively active; AID 624417; further: potency means the concentration at half of the fitted maximal effect; on the % scale 0 is the no-effect control and ±100 the full control effect; nearly all actives have a fitted effect of over 55% in size
Target sequence (P43220 whole entry, looked up): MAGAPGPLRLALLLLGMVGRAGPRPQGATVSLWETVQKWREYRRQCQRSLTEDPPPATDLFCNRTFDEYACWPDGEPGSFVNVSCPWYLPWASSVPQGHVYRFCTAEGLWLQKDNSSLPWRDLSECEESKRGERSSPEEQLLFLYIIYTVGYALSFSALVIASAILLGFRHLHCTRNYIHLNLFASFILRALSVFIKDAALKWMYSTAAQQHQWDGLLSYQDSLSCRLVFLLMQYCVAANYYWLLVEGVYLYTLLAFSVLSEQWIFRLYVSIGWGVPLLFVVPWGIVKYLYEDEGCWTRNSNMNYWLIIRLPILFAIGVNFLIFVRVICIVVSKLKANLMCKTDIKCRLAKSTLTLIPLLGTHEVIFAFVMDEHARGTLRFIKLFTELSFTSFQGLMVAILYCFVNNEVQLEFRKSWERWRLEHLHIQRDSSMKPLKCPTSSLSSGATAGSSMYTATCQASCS
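Inverse agonism was detected as reduced cAMP-driven luciferase luminescence after 24 h compound treatment. The cells were HEK293 clones expressing constitutively active human GLP-1R with the reporter. Reporter-only and GPR119 cell lines served as counterscreen controls.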
Mm-Cpn inhibitor = blocks the Methanococcus maripaludis chaperonin Mm-Cpn; purified Mm-Cpn ATPase, ADP Transcreener TR-FRET; Potency, µM (doses to about 76.9 µM), without a hit: top-dose activity, negative = inhibition, actives largely listed as inhibitors; 0.031% of 330,000 active; further: potency means the concentration at half of the fitted maximal effect; on the % scale 0 is the no-effect control and ±100 the full control effect; nearly all actives have a fitted effect of over 80% in size
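ATPase turnover read by TR-FRET ADP competition (Eu cryptate antibody/ADP-d2, 665/590 nm): 10uM ATP final, 25nM Mm-CPN final, 30 min 37degC after 10-min compound preincubation, pH 7.4 Tris/KCl/MgCl2/DTT buffer.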
pAkt inh = Akt phosphorylation inhibition. activity change, % for hits at 50 µM. Neuro2A IGF-stimulated pAkt S473 HTRF, 20 min; active compounds read low. AID 651550. 0.32% of 360,000 active; in the data active means activity change below about -80%; inconclusive means mostly about -51% to -80%; further: on the % scale 0 is the no-effect control and ±100 the full control effect
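Neuro2A cells in DMEM with 0.5% FBS, overnight at 37 deg C, given compound at single 50 µM final, then IGF (6 nM final) for 20 min at 37 deg C. Lysed; phospho-Akt Ser473 by HTRF after 24 h, 665/615 ratio.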
TDP43 rescue = TDP-43 toxicity inhibition in yeast; 1.8% of 410,000 active; Potency, µM (titrated, usually from 46.1 µM), inactives show at the top dose growth rescue (activation), hits mostly activators; AID 652104; TDP-43 expressing yeast growth rescue, BacTiter-Glo, 24 h; further: potency means the concentration at half of the fitted maximal effect; % of control where 0% means no effect; nearly all actives have a fitted effect of over 50% in size
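Readout is BacTiter-Glo luminescence of cell growth, so inhibitors register as activators. TDP-43-expressing yeast at OD600=0.02 in galactose medium, after raffinose pregrowth to mid-log, were incubated with compound for 24 hr at 30 deg C.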
FUS suppressor = rescues growth of FUS-expressing yeast; S. cerevisiae FUS-expressing, growth rescue, OD600, 24 h; Potency, µM (highest dose often 76.6 µM), without a hit: at the highest dose growth rescue (activation), usual class: activators; 0.24% of 390,000 active;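 further: potency means the concentration at half of the fitted maximal effect; plate controls were DMSO vehicle for no effect and reference control for full effect; nearly all actives have a fitted effect of over 55% in size; some results filed as inactive show a strong effect at the top dose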
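Steps: raffinose overnight preculture; dilution to OD 0.005 in 2% galactose minimal medium; compound addition (concentration series); 24hr at 30C, 99% humidity; absorbance read at 600 nm.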
PTHR1 agonist = agonists of human PTHR1 parathyroid hormone receptor. Q03431. HEK293 GP2 PTHR1 cells, GloSensor cAMP luminescence, 1 h. Potency, µM (titrated, usually from 115 µM), for inactives: at the top dose activation, most hits filed as activators. 0.075% of 410,000 active; further: potency means the concentration at half of the fitted maximal effect; nearly all actives have a fitted effect of over 55% in size; some results filed as inactive show a strong effect at the top dose; inactives centre near -15; many of its hits are not listed in these tables
Target sequence (Q03431 whole entry, looked up): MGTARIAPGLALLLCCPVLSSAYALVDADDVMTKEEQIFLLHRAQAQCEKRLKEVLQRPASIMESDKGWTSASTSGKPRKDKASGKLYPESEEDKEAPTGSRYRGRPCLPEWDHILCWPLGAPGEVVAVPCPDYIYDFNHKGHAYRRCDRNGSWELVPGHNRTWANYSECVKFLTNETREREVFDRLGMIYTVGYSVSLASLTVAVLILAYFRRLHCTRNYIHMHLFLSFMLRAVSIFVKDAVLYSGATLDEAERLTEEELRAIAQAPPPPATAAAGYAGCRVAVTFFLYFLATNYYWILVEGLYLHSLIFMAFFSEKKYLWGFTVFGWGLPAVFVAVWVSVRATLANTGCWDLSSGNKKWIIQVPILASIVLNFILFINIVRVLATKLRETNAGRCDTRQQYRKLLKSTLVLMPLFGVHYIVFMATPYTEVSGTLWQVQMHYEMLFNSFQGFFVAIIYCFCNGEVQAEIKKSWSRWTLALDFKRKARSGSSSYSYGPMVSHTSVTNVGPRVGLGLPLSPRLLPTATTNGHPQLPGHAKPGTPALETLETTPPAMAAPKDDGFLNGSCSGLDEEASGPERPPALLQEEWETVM
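HEK-293-derived GP2 cells expressing PTHR1 and a GloSensor cAMP reporter, 3,000/well, plated overnight, given luciferin plus IBMX (each 0.5 mM as added) for 1 h at 37 °C, then compound for 1 h at 37 °C. Luminescence was read after 15 min at room temperature.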
Active calls of the source: *; i = inactive; ? = inconclusive; . = no result given; [ ] = another dose, or the depositor's remark. Unless noted, the call rests on the fitted dose curve; in most records, active means well fitted curve in the direction sought with a large enough effect; inconclusive means small, poorly fitted or top-dose-only effect, or another doubt; inactive means no such curve, though single readings can be large; an effect the other way counts as inactive or inconclusive. Some of the compounds tested. The share of hits here may be higher or lower than overall.

item | Compound | GLP1R cytotox | aSyn rescue | Abeta yeast res | GLP-1R inv ag | Mm-Cpn inhibitor | pAkt inh | TDP43 rescue | FUS suppressor | PTHR1 agonist
1 | O=C(NCc1ccco1)C1CCN(C(=O)Cc2ccccc2)CC1 | -2% | 1% | 1% | -7% | 1% | i | -14% | 0% | -23%[57.5 µM]
2 | CCOC(=O)c1c(NC(=O)CN2C(=O)NC3(CCC(C)CC3)C2=O)sc(C)c1-c1ccc(C)cc1 (configuration not stated) | 24% | -4% | -1% | 3% | -3% | i | -15% | 13% | i
3 | COC(=O)c1cccnc1N1CCN(c2ccccc2F)CC1 | -11% | 13% | 6% | -8% | -2% | i | ? | . | -16%
4 | Cc1ccc(CN2CCN(/N=C\C=C\c3ccccc3)CC2)cc1 | -8% | -8% | -13% | ? | 2% | i | -18% | 23% | -8%
5 | Cn1c(CNC(=O)Cc2ccc3c(c2)OCO3)nnc1SCc1ccccc1 | -16% | 4% | 1% | -15% | 1% | i | 17% | 5% | i
6 | CNC(=O)NC(=O)C(C)OC(=O)c1oc2ccccc2c1CSc1ccc(Cl)cc1 (configuration not stated) | 2% | 2% | 5% | ? | 0% | i | -9% | 17% | -17%
7 | Cc1onc(-c2c(F)cccc2Cl)c1C(=O)OCC(=O)NC(=O)NCC(C)C | -3% | 18% | ? | 13µM* | 1% | i | 12% | 27% | -6%
8 | O=C(O)[C@@H]1CCCN1C(=O)c1ccco1 | -2% | 7% | -3% | 21% | -1% | i | 17% | . | -21%
9 | CCOc1ccccc1N(C)C(=O)c1nn(-c2ccc(OC)cc2OC)c(=O)c2ccccc12 | -5% | -1% | -4% | -7% | 2% | i | -16%[0.397 µM] | 17% | -49%[inhibitor]
10 | Cc1cc2nc(-c3ccc(Cl)cc3)c(Cc3cccc(F)c3)n2c(C)c1Br | 1% | -4% | 7% | ? | . | i | ? | 14% | -63%[inhibitor]
11 | COc1cc2nc(CN3CCN(S(=O)(=O)c4c(F)cccc4F)CC3)[nH]c(=O)c2cc1OC | 1% | -5% | 2% | 6% | -4% | i | -1% | 9% | -18%
12 | O=C(O)C1CC2C3CC(C(=O)O)C(C3)C2C1 (configuration not stated) | 3% | -4% | -9% | 11% | . | i | 0% | 0% | i
13 | Cc1ccc(NC(=S)Nc2cccc3cnccc23)c(C)c1 | 3% | 0% | -1% | 9% | -2% | i | 5% | -20% | -6%
14 | CC1=C(C(=O)OCCNC(=O)c2cccnc2)C(c2cccc([N+](=O)[O-])c2)C(C(=O)OCCN(C)C)=C(C)N1 (configuration not stated) | 2% | 5% | -6% | -19% | -1% | i | 5% | . | i
15 | CCOc1ccc(OCC)c(S(=O)(=O)N2CCOCC2)c1 | 5% | 1% | -5% | 10% | 0% | i | 1% | 2% | -2%
16 | FC(F)(F)c1cnc(-c2cnc(-c3ccccn3)nc2)c(Cl)c1 | 4% | -2% | 18% | ? | 1% | i | -5% | 0% | -15%
17 | O=C(CN1C(=O)c2cccnc2Oc2ccc(Cl)cc21)Nc1ccc(F)cc1 | -1% | -3% | 2% | 2% | 0% | i | 0% | 3% | -16%
18 | Cc1nc(SC(C)C(=O)Nc2ccccc2C)cc(-c2ccccc2)n1 (configuration not stated) | 3% | . | 5% | ? | . | . | ? | 32% | i
19 | CCOc1ccc(S(=O)(=O)N2CCN(C(=O)CN3C(=O)NC(C)(C)C3=O)CC2)cc1 | -16% | -4% | -14% | -2% | 3% | i | 6% | -4% | -1%
20 | Cc1noc(C)c1NC(=O)N(C)C[C@H]1Oc2c(NS(=O)(=O)c3cn(C)cn3)cccc2C(=O)N([C@H](C)CO)C[C@@H]1C | ? | 4% | 4% | 5% | -1% | i | 22% | -10% | i
21 | COc1cc(OC)c(Nc2c3c(nc4nc(-c5cccs5)nn24)CCCC3)cc1Cl | 1% | . | -10% | ? | . | . | ? | 13% | -65%
22 | Cc1nn(Cc2ccccc2)c2ncccc12 | 4% | 1% | 6% | 12% | 0% | i | -2% | -2% | i
23 | O=C(N/N=C/c1c(O)ccc2ccccc12)c1cccc(C(F)(F)F)c1 | ? | 14% | 6% | ? | 2% | i | ? | 10% | -23%
24 | CCC1CCCCN1C(=O)c1ccc(OC2CCN(C(=O)CCOC)CC2)cc1 (configuration not stated) | 2% | 1% | -3% | 14% | 0% | i | 7% | 4% | -3%
25 | O=C(O)CCS(=O)(=O)c1cc(Br)cc2c1N(C(=O)C1CC1)CC2 | 15% | -8% | -8% | 27% | 2% | i | 5% | 16% | -1%
26 | Cc1nc(C)c(-c2ccc(SCC(=O)Nc3ccc(Br)cc3)nn2)s1 | 6% | . | -8% | 6% | . | . | ? | 1% | -45%[inhibitor]
27 | COc1cccc(C(=O)NCCCNC(=O)c2cccc(OC)c2)c1 | -7% | 7% | -4% | 2% | -12% | i | -8% | -12% | i
28 | COc1ccc(-c2nnc(NC(=O)c3ccc4c(c3)OCCO4)o2)cc1 | -16% | -11% | 16% | ? | 1% | i | 18% | 16% | i
29 | COc1ccc(/C=C/C(=O)N[C@@H](C)C(=O)O)cc1 | 18% | 0% | -11% | 19% | 1% | i | -21% | 14% | 1%
30 | CCCCC(NC(=O)CCc1c(C)c2cc3c4c(oc3c(C)c2oc1=O)CCCC4)C(=O)O (configuration not stated) | 6% | 13% | 14% | 16% | -7% | i | 10% | 2% | -5%
31 | CCCCC[C@@H](C)N1C[C@H](COCc2ccccc2)Oc2cc(N3CC[C@H](N(C)C)C3)ccc2S1(=O)=O | ? | ? | 6% | ? | . | i | 0% | ? | -22%
32 | CC1(C(=O)Nc2ccc3c(c2)OCCO3)CN(S(C)(=O)=O)CC(=O)N1Cc1cccc(F)c1 (configuration not stated) | 8% | 14% | -10% | 6% | . | i | -6% | 9% | -8%
33 | COc1ccccc1C(=O)N(Cc1ccc(Cl)cc1)C1CCS(=O)(=O)C1 (configuration not stated) | -6% | -2% | -7% | 5% | 3% | i | 2% | 13% | i
34 | Cc1sc2ncnc(N3CCN(S(=O)(=O)c4ccc(F)cc4)CC3)c2c1C | -17% | -1% | -18% | 4% | ? | i | 12% | 3% | -25%
35 | CCOC(=O)N1C2CCC(C2)N1C(=O)OCC | 0% | 1% | -6% | 5% | . | i | -22% | . | 17%
36 | COc1ccccc1CNC(=O)c1ccc(C)s1 | -11% | 4% | 3% | ? | -11% | i | ? | -12% | i
37 | Cc1coc2cc3oc(=O)c(CC(=O)NCc4ccc(F)cc4)c(C)c3cc12 | -6% | . | -30% | -24% | . | . | 7% | 2% | -6%
38 | CC(C)CNS(=O)(=O)c1ccc(OCC(=O)Nc2ccc3c(c2)OCO3)c(Cl)c1 | -9% | -7% | 8% | 2% | -1% | i | -12% | 19% | ?
39 | CC(=O)CC(=O)NC1C2CC3CC(C2)CC1C3 (configuration not stated) | -12% | 7% | 16% | 12% | 0% | i | 3% | 2% | i
40 | COc1ccc(-c2nc3sc(CCNC(=O)c4cc(Cl)ccc4OC)c(C)n3n2)cc1 | -29% | . | 8% | ? | . | . | ? | ? | -74%[inhibitor]

Reprinted from the part before: 2 entries; new compounds follow.
item | Compound | GLP1R cytotox | aSyn rescue | Abeta yeast res | GLP-1R inv ag | Mm-Cpn inhibitor | pAkt inh | TDP43 rescue | FUS suppressor | PTHR1 agonist
39 | CC(=O)CC(=O)NC1C2CC3CC(C2)CC1C3 (configuration not stated) | -12% | 7% | 16% | 12% | 0% | i | 3% | 2% | i
40 | COc1ccc(-c2nc3sc(CCNC(=O)c4cc(Cl)ccc4OC)c(C)n3n2)cc1 | -29% | . | 8% | ? | . | . | ? | ? | -74%[inhibitor]
41 | CC(=O)Oc1ccc(/C=N\NC(=O)c2cc3c(ccc4ccccc43)o2)cc1 | -17% | 7% | -5% | -15% | 1% | i | -20% | 24% | -6%
42 | COc1ccccc1C(=O)NCC(=O)NNC(=O)c1cccs1 | 4% | 8% | -5% | 15% | 1% | i | -9% | 10% | -14%
43 | O=C(Nc1ccc(C(=O)N2CCCC(CO)C2)cc1)c1ccc(Br)o1 (configuration not stated) | 5% | 2% | -10% | 5% | 0% | i | 18% | -12% | -36%[inhibitor]
44 | COc1ccc(-n2c(Cc3cc(=O)[nH]c(=O)[nH]3)nnc2SCC(=O)Nc2cc(C(F)(F)F)ccc2Cl)cc1 | -10% | -1% | -21% | 6% | 1% | i | -8%[0.397 µM] | 27% | i
45 | COc1ccc(C(=O)C2CCCN(S(=O)(=O)C(C)C)C2)c(C)c1 (configuration not stated) | -19% | 5% | 10% | -25% | -3% | i | 5% | -19% | -5%

Whole records as entered above. Order of values: GLP1R cytotox, aSyn rescue, Abeta yeast res, GLP-1R inv ag, Mm-Cpn inhibitor, pAkt inh, TDP43 rescue, FUS suppressor, PTHR1 agonist
`CC(=O)Oc1ccc(/C=N\NC(=O)c2cc3c(ccc4ccccc43)o2)cc1` is entered as -17%, 7%, -5%, -15%, 1%, i, -20%, 24%, -6%
`COc1ccc(C(=O)C2CCCN(S(=O)(=O)C(C)C)C2)c(C)c1` (configuration not stated) is entered as -19%, 5%, 10%, -25%, -3%, i, 5%, -19%, -5%
`COc1ccccc1C(=O)NCC(=O)NNC(=O)c1cccs1` is entered as 4%, 8%, -5%, 15%, 1%, i, -9%, 10%, -14%
`O=C(Nc1ccc(C(=O)N2CCCC(CO)C2)cc1)c1ccc(Br)o1` (configuration not stated) is entered as 5%, 2%, -10%, 5%, 0%, i, 18%, -12%, -36%[inhibitor]
